# Compound activity deposited in PubChem by National Center for Advancing Translational Sciences (NCATS).
# KDM4E inh = JMJD2E (human) inhibition | B2RXH2 | JMJD2E catalytic domain, FDH-coupled NADH fluorescence (FDH is formaldehyde dehydrogenase) | Potency, µM (top dose mostly 57.1 µM), inactives show top-dose activity change, negative = inhibition, usual class: inhibitors | actives 1.6% (n = 230,000) | AID 2147; active means well fitted inhibition curve with a large enough effect, not every such curve was filed as active; inconclusive means small, poorly fitted or top-dose-only effect, or another doubt; inactive means no such curve, though single readings can be large or run the other way;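 further: 0% = wells with enzyme and -100% = buffer wells without enzyme; nearly all actives have a fitted effect of over 50% in size; many of its hits are not listed in these tables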
# Target sequence (B2RXH2 1-337 limits assumed): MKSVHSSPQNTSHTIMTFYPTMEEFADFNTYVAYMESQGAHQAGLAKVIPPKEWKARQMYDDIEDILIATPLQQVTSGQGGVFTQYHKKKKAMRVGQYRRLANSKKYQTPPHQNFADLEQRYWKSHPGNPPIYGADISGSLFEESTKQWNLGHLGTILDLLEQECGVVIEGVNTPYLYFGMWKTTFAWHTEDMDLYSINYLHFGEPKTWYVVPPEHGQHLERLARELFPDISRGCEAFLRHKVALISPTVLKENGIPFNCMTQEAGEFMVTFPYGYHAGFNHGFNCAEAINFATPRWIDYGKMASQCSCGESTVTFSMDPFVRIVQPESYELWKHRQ
# Tau ThT inhib = blocks human tau fibril formation measured by thioflavin T; recombinant tau K18 P301L, heparin-induced fibrillization, ThT fluorescence; P10636; actives 2.1% (n = 270,000); Potency, µM (doses to about 57.4 µM), for the others: at the highest dose activity, negative = inhibition, most hits filed as inhibitors; further: on the % scale 0 is the no-effect control and ±100 the full control effect; nearly all actives have a fitted effect of over 55% in size
# Target sequence (P10636 561-689 P618L limits assumed): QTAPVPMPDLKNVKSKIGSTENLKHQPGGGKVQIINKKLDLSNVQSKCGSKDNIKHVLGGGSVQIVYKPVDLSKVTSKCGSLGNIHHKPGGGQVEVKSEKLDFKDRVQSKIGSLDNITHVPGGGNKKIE
#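 Fibril formation assay: tau K18 P301L at 15 uM with trace Alexa 594 label, heparin inducer 20 uM, pH 7 sodium acetate buffer, 37 C for 6 hr; endpoint ThT signal.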
# SMN2 splice enh = increases expression of the SMN2 splice variant. HEK293 SMN2-luciferase splicing reporter, luminescence, 30-36 h. actives 2.8% (n = 210,000). Potency, µM (series often up to 46.1 µM), for inactives: top-dose activity change, positive = activation, most hits filed as activators; further: % of control where 0% means no effect; nearly all actives have a fitted effect of over 55% in size
#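 qHTS luciferase splicing reporter: luminescence rises when SMN2 exon 7 is included in transfected HEK293 cells. Compound exposure lasted 30-36 h at 37C, with 4.5 mM final sodium butyrate as control, followed by a ONE-Glo read.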
# ALDH1A1 inh = ALDH1A1 (human) enzyme inhibition; Purified ALDH1A1, NADH fluorescence, propionaldehyde substrate; Potency, µM (series often up to 75.3 µM), for inactives: at the highest dose activity, negative = inhibition, most hits filed as inhibitors; actives 7.3% (n = 220,000); active means well fitted inhibition curve with a large enough effect, not every such curve was filed as active; inconclusive means small, poorly fitted or top-dose-only effect, or another doubt; inactive means no such curve, though single readings can be large or run the other way;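 further: plate controls were no enzyme wells and a reference inhibitor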
# Target sequence (P00352 whole entry, looked up): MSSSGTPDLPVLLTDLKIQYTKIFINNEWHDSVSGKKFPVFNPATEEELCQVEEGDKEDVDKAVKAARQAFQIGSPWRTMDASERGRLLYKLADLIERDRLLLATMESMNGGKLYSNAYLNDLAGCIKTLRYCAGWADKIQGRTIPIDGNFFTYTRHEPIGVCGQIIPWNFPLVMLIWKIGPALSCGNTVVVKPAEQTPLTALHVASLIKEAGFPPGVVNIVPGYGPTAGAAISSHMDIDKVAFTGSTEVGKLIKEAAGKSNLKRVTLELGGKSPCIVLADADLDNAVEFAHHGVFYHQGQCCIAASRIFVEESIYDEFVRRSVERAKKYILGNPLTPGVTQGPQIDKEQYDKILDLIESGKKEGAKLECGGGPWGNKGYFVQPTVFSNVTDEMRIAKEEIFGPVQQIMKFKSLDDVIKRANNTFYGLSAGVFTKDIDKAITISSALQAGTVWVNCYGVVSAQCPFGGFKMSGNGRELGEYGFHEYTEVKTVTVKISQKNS
# HTT aggregate = mutant huntingtin aggregation inhibition; PC12 HttQ103-GFP aggregates, Acumen cytometry, 40 h; Potency, µM (highest dose often 46.1 µM), without a hit: at the highest dose activity change, negative = inhibition, usual class: inhibitors; actives 1.1% (n = 220,000); AID 1688; further: on the % scale 0 is the no-effect control and ±100 the full control effect; nearly all actives have a fitted effect of over 60% in size
#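 PC12 cells stably carrying ecdysone-inducible HTT exon 1 Q103–GFP were induced with tebufenozide (100 nM final) and treated with library compounds in titration. GFP aggregates in lysates were counted by laser scanning cytometry.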
# Tau fluor cs = counter-screen for tau fibril formation inhibitors; tau K18 P301L (four-repeat tau fragment) Alexa594 fluorescence, heparin fibrillization; Potency, µM (highest dose often 57.7 µM), inactives show top-dose activity change, negative = decrease; actives 0.93% (n = 280,000); further: on the % scale 0 is the no-effect control and ±100 the full control effect; nearly all actives have a fitted effect of over 55% in size
#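 Human K18 P301L tau (15 uM unlabeled plus 0.24 uM Alexa 594-labeled, final) in 100 mM sodium acetate pH 7 was mixed with compound and 20 uM heparin and incubated 6 hr at 37 C.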
# Tau fibril FP = tau fibrillization inhibition (FP) | P10636 | K18 P301L tau heparin fibrillization, Alexa594 FP, 6 h | Potency, µM (top dose mostly 57.7 µM), for inactives: at the top dose activity, negative = inhibition, most hits filed as inhibitors | actives 0.39% (n = 280,000) | AID 1468; further: on the % scale 0 is the no-effect control and ±100 the full control effect; nearly all actives have a fitted effect of over 55% in size
#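 Quantitative HTS format: compounds meet 15 uM recombinant K18 P301L tau and Alexa 594-tau tracer in 100 mM sodium acetate pH 7; 20 uM heparin triggers fibrillization at 37 C over 6 hr; FP gives the signal.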
# HTT cytoprotect = protects HTT-Q103 PC12 cells, measured by ATP. PC12 HTT-Q103 induced, cytoprotection, ATP luminescence, 40 h. Potency, µM (highest dose often 56.4 µM), without a hit: cytoprotection (ATP increase), most hits filed as activators. actives 0.14% (n = 230,000);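 further: % of control where 0% means no effect; nearly all actives have a fitted effect of over 45% in size; toxic huntingtin expression switched on by the ecdysone agonist tebufenozide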
#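 PC12 cells stably carrying ecdysone-inducible Htt exon 1 (Q103)–GFP were induced with 100 nM tebufenozide (final) alongside library compounds in a dose series. Cytoprotection was scored as retained ATP by ATPlite luminescence.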
# Numbers without * were called inactive; ? = inconclusive; nt = no result given; [ ] = remark or other dose. Unless noted, the call rests on the fitted dose curve; in most records, active means well fitted curve in the direction sought with a large enough effect; inconclusive means small, poorly fitted or top-dose-only effect, or another doubt; inactive means no such curve, though single readings can be large; an effect the other way counts as inactive or inconclusive. Potency means the concentration at half of the fitted maximal effect.
# Start of the listing, in advance (two entries):
SMILES,KDM4E inh,Tau ThT inhib,SMN2 splice enh,ALDH1A1 inh,HTT aggregate,Tau fluor cs,Tau fibril FP,HTT cytoprotect
CC(C)CNC(=O)c1cnn2c(C(F)(F)F)cc(C(F)(F)F)nc12,7%,-2%,nt,6%,2%[9.22 µM],-7%,0%,-7%[10 µM]
COc1ccc(C2C(=O)c3ccccc3C2=Nc2ccc(Br)cc2)cc1 (stereo unspecified),4%,7%,11%,28µM*,-12%,2%,4%,6%

# The list itself, repeating the preview:
SMILES,KDM4E inh,Tau ThT inhib,SMN2 splice enh,ALDH1A1 inh,HTT aggregate,Tau fluor cs,Tau fibril FP,HTT cytoprotect
CC(C)CNC(=O)c1cnn2c(C(F)(F)F)cc(C(F)(F)F)nc12,7%,-2%,nt,6%,2%[9.22 µM],-7%,0%,-7%[10 µM]
COc1ccc(C2C(=O)c3ccccc3C2=Nc2ccc(Br)cc2)cc1 (stereo unspecified),4%,7%,11%,28µM*,-12%,2%,4%,6%
FC(F)(F)c1cc(-c2ccco2)nc(NCc2cccs2)n1,?,?,-3%,8.9µM*,-26%,-21%,-7%,-20%
O=C(O)CCCC(=O)N1CCC(C(O)(c2ccccc2)c2ccccc2)CC1,-4%,-3%,9%,2%,3%[9.22 µM],4%,-2%,-1%[10 µM]
Cc1ccccc1Cn1c(=O)n(CCc2ccccc2)c(=O)c2c(C)c(C)sc21,nt,-7%,8%,nt,nt,-18%,-7%,nt
COc1ccc(N(C)S(=O)(=O)c2cccc(C(=O)NCC3CCCO3)c2)cc1 (stereo unspecified),-11%,2%,-1%,?,?,-6%,-4%,13%
Cc1nn(Cc2noc(C(=O)NCc3cccc(F)c3)n2)c(C)c1Br,nt,-11%,-8%,nt,nt,-17%,4%,nt
O=c1c(-c2nnc(SCc3ccc(Cl)c(Cl)c3)o2)cccn1Cc1ccccc1,?,-6%,-24%,?,?,-10%,4%,-53%[inhibitor]
Cn1c(SCC#N)nnc1-c1cnccn1,-7%,5%,13%,1%,8%,-2%,-3%,-1%[1.9 µM]
Cc1nc(C(=O)O)nn1-c1cc(Cl)ccc1Cl,-7%,7%,16%,11%,?,8%,5%,13%
O=C(NCCCO)c1ccc(CSc2nc3ccccc3c(=O)[nH]2)cc1,-1%,nt,nt,nt,12%[9.22 µM],?,-3%,4%[10 µM]
CNC(=O)COC(=O)c1cccc(S(=O)(=O)N2CCN(c3ccc(F)cc3)CC2)c1,-5%,6%,nt,nt,12%[9.22 µM],9%,2%,11%[10 µM]
Cc1cccc(CC2S/C(=N/N=C/c3ccco3)N(c3ccccc3)C2=O)c1 (stereo unspecified),-25%,-12%,-14%,?,30%,-22%,-4%,nt
COCc1cc(C)n(CC(=O)Nc2cccc(C)c2)c(=O)c1C#N,?,-3%,15%,0%,5%,-1%,-2%,-24%
CCOc1ccc(NS(=O)(=O)c2ccc3nc(-c4ccccc4)[nH]c3c2)cc1,nt,8%,-18%,nt,nt,?,20µM*,nt
Cc1cccc(-n2nnc3c(=O)n(CC(=O)Nc4cc(C)on4)cnc32)c1,-3%,0%,14%,-1%,0%,-5%,-4%,-39%
Cc1cc(C)nc(NS(=O)(=O)c2ccc(NC(=O)c3ccccc3O)cc2)n1,nt,-14%,6%,nt,nt,-16%,-2%,nt
NC1=NC(=Nc2ccc(S(N)(=O)=O)cc2)c2ccccc21,7%,-17%,nt,nt,-8%[9.22 µM],-8%,-1%,-6%[10 µM]
COCCOc1cc(-n2cccc2)c(Cl)cc1Cl,-1%,-16%,-13%,7%,14%,-18%,-10%,-29%
Cc1nc2ccc(NC(=S)NCCCO)cc2nc1C,?,?,nt,?,-1%[9.22 µM],-24%,?,-5%[10 µM]

# Part of the list above in order of formula weight, lowest first.
SMILES,KDM4E inh,Tau ThT inhib,SMN2 splice enh,ALDH1A1 inh,HTT aggregate,Tau fluor cs,Tau fibril FP,HTT cytoprotect
COCc1cc(C)n(CC(=O)Nc2cccc(C)c2)c(=O)c1C#N,?,-3%,15%,0%,5%,-1%,-2%,-24%
Cc1cc(C)nc(NS(=O)(=O)c2ccc(NC(=O)c3ccccc3O)cc2)n1,nt,-14%,6%,nt,nt,-16%,-2%,nt
Cc1ccccc1Cn1c(=O)n(CCc2ccccc2)c(=O)c2c(C)c(C)sc21,nt,-7%,8%,nt,nt,-18%,-7%,nt

# Further structures.
SMILES,KDM4E inh,Tau ThT inhib,SMN2 splice enh,ALDH1A1 inh,HTT aggregate,Tau fluor cs,Tau fibril FP,HTT cytoprotect
Cc1cccc(C)c1NC(=O)CSc1cc(C(=O)c2nccn2C)c2ccccc2n1,-4%,-3%,-9%,6%,5%,13%,2%,12%[10 µM]
Brc1ccc(CSc2nnc3ccccn23)cc1,?,5%,7%,-5%,15%,6%,3%,34%[10 µM]
CCOC(=O)C(C)Sc1ncc(-c2ccc(Cl)cc2)cn1 (stereo unspecified),1%,?,-9%,?,-7%,-15%,-2%,-23%
Cc1cc(C)c(C)c(S(=O)(=O)N2CCN(CC(=O)c3c(N)n(Cc4ccccc4)c(=O)n(C)c3=O)CC2)c1C,-1%,8%,-71%[inhibitor],-2%,10%,11%,3%,-17%[10 µM]
CCOC(=O)N1CCN(CCC(=O)Nc2cc(OC)ccc2OC)CC1,1%,-1%,-17%,-8%,nt,10%,2%,nt
C=CCNS(=O)(=O)c1ccc(OCC(=O)OC)cc1,0%,-1%,24%,16%,-8%,3%,6%,1%[0.074 µM]
CCOc1ccc(OCC)c(Nc2cc(C)nc3ncnn23)c1,5%,-5%,11µM*,1%,6%,2%,-5%,-18%
CC(C)(C)OC(=O)C1=NOC2(C=CC(=O)C=C2)C1,-11%,13µM*,14%,12%,nt,-11%,?,-139%[inhibitor]
O=C(NC1CCCC1)c1ccc2nc[nH]c2c1,1%,0%,-1%,2%,7%,7%,1%,-3%
C/C(=N\NC(=O)c1ccccc1O)c1cccs1,-2%,?,3.5µM*,?,8%,6%,12%,-172%[inhibitor]
COc1ccc(CCNC2=C(Cl)C(=O)N(CCc3ccc(OC)c(OC)c3)C2=O)cc1OC,-15%,-7%,-52%[inhibitor],-5%,-5%,0%,-5%,-60%[inhibitor]
COc1ccc(-c2ccc(OC)c([C@H]3[C@@H]4C=CCC[C@@]4(C)C(=O)N3Cc3ccccc3)c2)cc1OC,?,-18%,nt,nt,-20%[9.22 µM],-3%,7%,-15%[10 µM]
CCCCCCCC(=O)O[C@H](CC(=O)O)C[N+](C)(C)C,-1%,-5%,nt,3%,nt,-10%,-4%,?
Cc1cc(-c2ccc([N+](=O)[O-])cc2)nc2ccccc12,11%,?,?,?,-6%,?,3%,5%[10 µM]
CCOc1ccc(-c2nc3c(c(CC)nn3-c3ccccc3)c3cc(OC)c(OC)cc23)cc1,nt,-1%,5%,nt,nt,-3%,0%,nt
COC(=O)c1c(CSc2cccc(C)c2)noc1C(=O)NCc1ccco1,4%,?,-11%,?,14%,-23%,-10%,30%
CC(C)c1ccccc1NC(=O)c1ccccc1NC(=O)C1CCCCC1,2%,6%,-29%,?,-6%,6%,0%,-8%[10 µM]
CCN(CC)S(=O)(=O)c1ccc(NC(=O)C(OC)c2ccccc2)cc1 (stereo unspecified),8%,4%,-23%,?,-5%,-8%,0%,-23%
CCCCOc1ccc(C(=O)Nc2sc3c(c2C(=O)OCC)CCCCC3)cc1,nt,-5%,4%,nt,nt,-7%,-9%,nt
CC(=O)Nc1nnc(-c2ccco2)o1,-1%,-3%,8%,1%,-1%,3%,-5%,-2%
COc1cccc(NC(=O)Cn2c(=O)n(-c3cc(OC)c(OC)c(OC)c3)c(=O)c3ccccc32)c1,-9%,5%,3%,13%,20%,10%,-2%,-8%[10 µM]
Cc1nc(S/C(=C/c2ccc(-c3cc(Cl)ccc3C)o2)C(=O)O)n[nH]1,5µM*,11µM*,nt,nt,13%[9.22 µM],-29%,-17%,-9%[10 µM]
COc1ccc(C2Nc3ccccc3C(=O)N2c2ccccc2)cc1Cn1cc([N+](=O)[O-])cn1 (stereo unspecified),?,-11%,3%,-5%,10%,-23%,12%,-4%[1.9 µM]
O=C(COC(=O)/C=C/c1cccc(C(F)(F)F)c1)Nc1cccc2ccccc12,-8%,-1%,11%,-2%,-3%,-3%,-4%,nt
COc1ccc2c(c1)c(=O)c(Br)c(C)n2Cc1ccccc1,1%,-17%,-14%,-4%,-3%,-3%,2%,-13%
O=C(NC1CCCCC1)C12CC3CC(CC(Cl)(C3)C1)C2,5%,-4%,14%,-4%,5%,-3%,2%,-10%[10 µM]

# Part of the list above, limited to HTT aggregate:
mol	HTT aggregate
O=c1c(-c2nnc(SCc3ccc(Cl)c(Cl)c3)o2)cccn1Cc1ccccc1	?
NC1=NC(=Nc2ccc(S(N)(=O)=O)cc2)c2ccccc21	-8%[9.22 µM]
COc1ccc(CCNC2=C(Cl)C(=O)N(CCc3ccc(OC)c(OC)c3)C2=O)cc1OC	-5%
COCCOc1cc(-n2cccc2)c(Cl)cc1Cl	14%
CCOC(=O)C(C)Sc1ncc(-c2ccc(Cl)cc2)cn1 (stereo unspecified)	-7%

# Entries of single compounds as entered above. Order of screens: KDM4E inh	Tau ThT inhib	SMN2 splice enh	ALDH1A1 inh	HTT aggregate	Tau fluor cs	Tau fibril FP	HTT cytoprotect
# O=C(NC1CCCCC1)C12CC3CC(CC(Cl)(C3)C1)C2 is listed as 5%	-4%	14%	-4%	5%	-3%	2%	-10%[10 µM]
# COc1ccc2c(c1)c(=O)c(Br)c(C)n2Cc1ccccc1 is listed as 1%	-17%	-14%	-4%	-3%	-3%	2%	-13%

# These rows are one share of the data. The share of hits here may be higher or lower than overall.
